GPR151 ag – activators of human GPR151; PathHunter beta-arrestin GPR151 cells, luminescence; Q8TDV0; activation, % at 11.2 µM; 650,000 compounds, 1% hits; in the data active means activation above about 4.9%;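 further: 0% = median of compound wells and 100% = cells with positive control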
Target sequence (Q8TDV0 whole entry, looked up): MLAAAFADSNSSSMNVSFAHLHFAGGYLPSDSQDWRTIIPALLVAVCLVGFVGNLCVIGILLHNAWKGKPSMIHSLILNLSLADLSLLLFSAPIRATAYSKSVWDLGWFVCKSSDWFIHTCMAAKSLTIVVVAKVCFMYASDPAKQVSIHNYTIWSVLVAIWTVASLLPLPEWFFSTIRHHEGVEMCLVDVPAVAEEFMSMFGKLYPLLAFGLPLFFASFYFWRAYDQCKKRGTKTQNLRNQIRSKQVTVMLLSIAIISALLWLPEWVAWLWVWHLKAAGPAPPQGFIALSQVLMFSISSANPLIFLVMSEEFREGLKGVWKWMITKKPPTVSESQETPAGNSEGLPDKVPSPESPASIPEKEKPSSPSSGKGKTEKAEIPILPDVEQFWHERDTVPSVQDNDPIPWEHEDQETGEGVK
MITF primary – blocks human microphthalmia-associated transcription factor; AlphaScreen MITF homodimerization, bead proximity signal; inhibition, % at 2.6 µM; 650,000 compounds, 0.91% hits; AID 1259374; in the data active means inhibition above about 50%;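 further: 0% = vehicle wells with protein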
Target sequence (O75030 whole entry, looked up): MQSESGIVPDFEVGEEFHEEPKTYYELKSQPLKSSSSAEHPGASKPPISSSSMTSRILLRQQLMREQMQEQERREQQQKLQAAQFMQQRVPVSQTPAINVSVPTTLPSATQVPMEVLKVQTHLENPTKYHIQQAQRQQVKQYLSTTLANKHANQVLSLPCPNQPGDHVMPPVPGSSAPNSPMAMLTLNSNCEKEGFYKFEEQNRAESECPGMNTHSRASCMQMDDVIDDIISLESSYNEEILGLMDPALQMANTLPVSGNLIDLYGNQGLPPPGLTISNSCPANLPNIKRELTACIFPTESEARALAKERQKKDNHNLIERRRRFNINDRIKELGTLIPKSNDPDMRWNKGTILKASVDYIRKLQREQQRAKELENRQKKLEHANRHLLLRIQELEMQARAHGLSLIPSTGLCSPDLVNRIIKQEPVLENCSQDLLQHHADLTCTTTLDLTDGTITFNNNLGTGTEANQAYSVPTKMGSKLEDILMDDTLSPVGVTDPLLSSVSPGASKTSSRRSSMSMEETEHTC
FBW7 activator – activators of human E3 ligase FBW7; AlphaScreen FBW7–phospho-cyclin E peptide binding, activator screen; normalized activity (activation), % at 26.1 µM; Q969H0; 650,000 compounds, 0.13% hits; in the data active means normalized activity above about 1.9%;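 further: purified mutant Fbw7 with reduced substrate affinity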
TEAD-YAP block – TEAD-YAP interaction inhibition. inhibition, % at 9.12 µM. HEK-TIYL cells, TEAD-Gal4/YAP UAS-luciferase luminescence. 640,000 compounds, 1.4% hits; in the data active means inhibition above about 32%;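 further: 0% = median of test compound wells and 100% = reference inhibitor wells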
Active calls of the source: *; . = not tested or not shown.

SMILES | GPR151 ag | MITF primary | FBW7 activator | TEAD-YAP block
COCC(=O)Nc1cnn(-c2ccc(C(=O)NCc3ccccc3-n3cncn3)cc2)c1 | -1.1 | 2 | 0.1 | -11
COc1ccc(CCN=C(C)C2=C(O)C(c3ccccc3)OC2=O)cc1OC (stereo not drawn) | -1.4 | 74* | -0.1 | 12
CCOC1(OCC)N=C(N)C2(C#N)C(c3cccc(C)c3)C12C#N (stereo not drawn) | 0.3 | 56* | 0.1 | 17
Oc1cccc(/C=N/N2CCN(Cc3cccc4ccccc34)CC2)c1 | 0.0 | -7 | -0.3 | 2
COc1ccc(NC(=O)c2ncoc2-c2cccs2)cn1 | -0.9 | 16 | 0.2 | -19
COc1ccccc1OCC(=O)Nc1ccc(-n2nncc2C)cc1 | 3.0 | 1 | -0.2 | -22
[O-]/[N+](=C\c1ccco1)C/C(=N/O)c1cccs1 | -0.7 | 19 | 0.2 | 2
Cc1cc2cc(CN(Cc3ccccc3)C(=O)c3ccco3)c3nnnn3c2cc1C | 0.0 | 3 | 0.1 | 0
Cc1ccc(Nc2nc3c(C)cccn3c(=O)c2C=O)cc1 | 0.2 | 13 | -0.1 | 10
O=C(NCCCOc1cccc2cccnc12)c1cc(-c2ccccc2)on1 | 1.2 | -11 | -0.1 | -57
COc1ccc(C2CC(=O)c3c(ccc4ccccc34)N2)cc1OC (stereo not drawn) | 1.1 | 5 | 0.2 | -1
CCOc1ccc(NC(=O)CSc2nnc(C3CC3)n2N)cc1 | -1.0 | 13 | 0.3 | 9
O=C(NCc1ccc(F)cc1)NC12CC3CC(CC(C3)C1)C2 | 2.4 | -4 | -0.2 | 0
O=S(=O)(NCC1CCCN(Cc2ccncc2)C1)c1cccc2cccnc12 (stereo not drawn) | 0.8 | 5 | -0.1 | 3
CCc1nc2cccnc2n1CCNC(=O)Nc1ccc(OC)cc1 | 0.1 | -12 | 0.0 | 0
C=C1c2ccccc2NC(=O)N1c1ccc(OC)cc1 | 0.8 | -10 | -0.1 | -2
COc1ccc(-n2cc(-c3ccccc3)c3c(SCc4ccccc4C)ncnc32)cc1 | -0.5 | -8 | 0.0 | 7
COC(=O)C(C)Sc1nc2c(c(=O)n(C)c(=O)n2C)n1CCC(C)C (stereo not drawn) | -0.7 | 17 | 0.2 | -4
N#C/C(=C/c1ccc(N2CCOCC2)cc1)c1ccc([N+](=O)[O-])cc1 | 2.6 | 0 | 0.0 | -5
C=CCNC(=S)Nc1ccc(N(C)C)cc1 | -0.1 | 9 | 0.5 | -34
CC(C)[C@@H](C(=O)OCn1nnc2ccccc2c1=O)N1C(=O)c2ccccc2C1=O | -1.0 | 1 | 0.0 | -6
CCOC(=O)CCC(=O)Nc1ccc(-c2nnc(N(C)c3ccc(OC)cc3)s2)cc1 | 4.4 | 0 | -0.1 | -3
CCOc1ccc(N=Cc2cc3c(cc2[N+](=O)[O-])OCO3)cc1 | 4.4 | 0 | -0.1 | 11
CCCN1CCN(CCCNC(=O)Cn2c3ccccc3c3nc(=O)cc(C)n32)CC1 | -0.6 | 14 | -0.2 | -5
O=C(NCCc1ccccc1)c1nnc(CS(=O)(=O)c2ccccc2)o1 | 0.1 | -3 | 0.0 | 3
CN1/C(=C\C(=O)CN2C(=O)c3ccccc3S2(=O)=O)C(C)(C)c2ccccc21 | 0.2 | 17 | 0.1 | 4
C=CCSc1n[nH]c(-c2ccc(OC)cc2)n1 | 0.4 | 1 | 1.4 | -76
O=C1OC(c2cccc3ccccc23)=N/C1=C/c1ccc(Cl)cc1 | 1.5 | 14 | 0.1 | 12
CCNC(=O)NC(=O)C(C)OC(=O)C1CCN(S(=O)(=O)c2ccccc2F)CC1 (stereo not drawn) | 1.0 | 9 | 0.2 | 7
COc1ccc([N+](=O)[O-])cc1NC(=O)CCCOc1ccc(Cl)cc1Cl | 0.5 | 4 | 0.2 | 3
COCCN(Cc1cc2cc3c(cc2nc1Cl)OCO3)C(=O)N(C)C | 0.9 | 6 | -0.1 | 2
CCOC(=O)c1ccc(-n2c(=S)sc3c(=O)n(-c4ccc(F)cc4)c(SCC#N)nc32)cc1 | 0.4 | 0 | -0.1 | -12
O=C(Nc1cccc(S(=O)(=O)NCc2ccco2)c1)c1snc2ccc(Cl)cc12 | 1.9 | 4 | -0.6 | 2
CC(=O)Oc1ccc2c(c1C(C)C)CCC1C(C)(C)CCC[C@]21C (stereo partly drawn) | 1.3 | 0 | 0.0 | 1
CCOC(=O)c1nnn(-c2nc(OC)nc(N(C)C)n2)c1-c1ccccc1 | 1.6 | 9 | 0.3 | 17
N#CC(C#N)=Cc1c[nH]c(=O)c(C#N)c1Nc1ccccc1 | -1.4 | 3 | 0.4 | 3
CCCCNC(=O)Cn1ccc2ccccc2c1=O | 2.2 | 6 | 0.0 | -2
CN(C)CCNC(=O)CCCCCN1C(=O)c2ccccc2C1=O | -0.5 | 5 | 0.5 | 4
Cc1ccc(S(=O)(=O)c2c[nH]c3cc(F)c(F)cc3c2=O)cc1 | -1.6 | 15 | 1.0 | 1
COc1ccc(-c2csc(=Nc3cccc(C(F)(F)F)c3)n2CCCCCCO)cc1F | 0.4 | 18 | 0.6 | 7
COc1cccc(OC)c1C(=O)Nc1ccc(C)cc1C | 3.3 | 0 | 0.0 | 5
Cc1cc(C)cc(OCC(=O)Nc2ccc(F)cc2)c1 | 0.8 | 0 | 0.0 | -10
COCCn1nnnc1C(c1cc2cc(C)cc(C)c2[nH]c1=O)N1CCCCCC1 (stereo not drawn) | -0.5 | 11 | 0.1 | -3
COc1ccc(N2C(=O)c3cccnc3C2Nc2cc(F)ccc2F)cc1 (stereo not drawn) | 0.4 | -29 | 0.3 | -5
CCN(C(=O)COc1ccccc1)c1nnc(-c2cccnc2)s1 | -1.8 | 7 | -0.1 | 0
CC(C)n1c(NCCN2CCOCC2)nc2c(Nc3ccccc3)ncnc21 | -4.0 | 3 | 0.2 | 41*
CC(C)Oc1ccccc1NC(=O)CSc1nnc(-c2ccco2)n1-c1ccccc1 | -0.5 | -9 | -0.2 | -10
COc1ccc(S(=O)(=O)NCCCCCC(=O)NCCN2CCOCC2)cc1 | -0.1 | 17 | 0.1 | -11
N/C(=N\OC(=O)CCCc1ccccc1)c1ccccc1Cl | 0.7 | 2 | 0.6 | -35
CC12CN3CC(C)(CN(C1)C3c1cccc(Br)c1)C2=O (stereo not drawn) | 1.3 | 14 | -0.3 | 2
CC(C)CC(OC(=O)c1cccs1)C(=O)NCc1ccco1 (stereo not drawn) | 0.5 | 0 | 0.4 | -5
O=C(O)CN1C(=O)NC2(CCCC2)C1=O | -2.1 | 0 | -0.2 | -9
CCN1CCN(C2CCc3ccccc3C2)CC1 (stereo not drawn) | 0.6 | 0 | -0.1 | 0
CCOc1ccc(C(=O)Nc2nc3c(F)cccc3s2)cc1 | 4.2 | 1 | -0.2 | -58
CC(=O)c1c(C)[nH]c(C(=O)N2CCC(C)CC2)c1C | -0.8 | 13 | 0.5 | -7
CC(C)c1ccc(CNC(=O)c2ccccc2I)cc1 | -0.3 | 1 | 0.1 | 6
CSc1ccc(-c2noc(C3CCN(S(=O)(=O)c4ccc(Cl)cc4)CC3)n2)cc1 | -0.2 | -6 | 0.0 | -4
CCOC(=O)C1CCN(S(=O)(=O)c2cc3c4c(c2)CCN4C(=O)CC3)CC1 | -0.3 | 18 | 0.5 | 0
COc1ccc2c(c1OC)C(=O)N(c1cccc([N+](=O)[O-])c1)C2=O | 0.3 | -5 | -0.1 | 9
Cc1ccc(-n2nc3c(c2NC(=O)COc2ccc(Cl)cc2Cl)CSC3)c(C)c1 | 1.2 | -7 | 0.0 | -11

(next part)
SMILES | GPR151 ag | MITF primary | FBW7 activator | TEAD-YAP block
Cc1c(C)c2ccc(OS(C)(=O)=O)cc2oc1=O | 0.6 | 11 | 0.5 | 6
O=C(c1ccccc1)N1CCN(C2CC(=O)N(c3cc(Cl)cc(Cl)c3)C2=O)CC1 (stereo not drawn) | -0.4 | 2 | 0.3 | 5
Cc1cnc(CNc2cc(-c3cccnc3)nc(-c3ccncc3)n2)nc1 | 1.1 | 20 | -0.8 | -16
O=C(Cc1ccccc1)Nc1ccnn1C1CCN(Cc2cnn(-c3ccccc3)c2)CC1 | 1.8 | 4 | 0.1 | 11
COC(=O)c1c(OCc2ccncc2)cc(=O)n2c1CCN(C(=O)c1ccccc1C)CC2 | 5.1* | -19 | -0.1 | -17
O=[N+]([O-])c1ccc(Sc2nnnn2-c2ccccc2)c2ccncc12 | -0.6 | 4 | -0.2 | 50*
O=[N+]([O-])c1cccc(CN(CCO)Cc2ccccc2)c1 | 1.7 | 17 | 0.0 | -8
Cc1ccc(N(CC(=O)NC(C)C)C(=O)CCC(=O)Nc2cc(C)ccn2)cc1 | 0.3 | 19 | 0.0 | 6
CN1C(=O)/C(=C\c2cccc(O)c2)OC1=S | 0.7 | -11 | -0.2 | -2
CC(=O)Nc1ccc(NC(=O)c2cnc(Nc3ccccn3)s2)cc1 | 0.6 | 17 | -0.2 | 8
CC1N(O)C(C)(C)C(c2ccccc2)=[N+]1[O-] (stereo not drawn) | -1.9 | -12 | -0.1 | -2
C=CCn1c(C)cc(C(=O)CSc2nc(-c3ccccc3)cn2N)c1C | -0.5 | 17 | -0.3 | -7

Complete entries from above. Screens in order: GPR151 ag | MITF primary | FBW7 activator | TEAD-YAP block
CN1C(=O)/C(=C\c2cccc(O)c2)OC1=S as listed: 0.7 | -11 | -0.2 | -2
Cc1c(C)c2ccc(OS(C)(=O)=O)cc2oc1=O as listed: 0.6 | 11 | 0.5 | 6
O=C(c1ccccc1)N1CCN(C2CC(=O)N(c3cc(Cl)cc(Cl)c3)C2=O)CC1 (stereo not drawn) as listed: -0.4 | 2 | 0.3 | 5

Remaining list, next part.
SMILES | GPR151 ag | MITF primary | FBW7 activator | TEAD-YAP block
CC(C)C(NS(C)(=O)=O)c1nnc2n1CCN(Cc1cccc(Cl)c1)CC2 (stereo not drawn) | 4.4 | 11 | 0.1 | 8
Cc1c(C(=O)N2CCC(C(N)=O)CC2)sc(N)c1C#N | -0.9 | 12 | 0.2 | -1
CCc1cc(C(=O)N2CCC(C(Cc3ccccc3)N(C)C(=O)c3ccn(C)n3)CC2)no1 (stereo not drawn) | -1.2 | 9 | 0.0 | 1
COc1ccc(NS(=O)(=O)c2ccc(SC)cc2)cc1Cl | 2.1 | 9 | -0.1 | 12
Cc1cccc(C(=O)OCC(=O)NC2CCCCC2C)c1O (stereo not drawn) | -2.2 | 7 | 0.1 | 8
O=C(Nc1cnccn1)c1ncoc1-c1cccs1 | 0.0 | 8 | -0.1 | -1
CC(=O)N(/N=C1\Sc2ccccc2C1=O)c1ccccc1I | -0.8 | 29 | -0.2 | 76*
CCOc1ccc(C(=O)N/N=C(\C)c2ccc(OC)cc2OC)cc1 | 0.4 | 6 | 0.1 | -34
CC1CN(CCOc2ccc(Cl)cc2Cl)CC(C)O1 (stereo not drawn) | 0.6 | 39 | 0.0 | -2
CN(CCc1ccccn1)C(=O)CCC1CCCN(C(=O)Cc2ccccc2Cl)C1 (stereo not drawn) | 0.1 | 3 | 0.0 | 12
COc1ccccc1-n1c(N)c(C(=O)Nc2ccccc2)sc1=S | 1.3 | 7 | -0.1 | -21
COc1ccc(O[C@H]2C=C[C@@H](c3ccccc3)O[C@@H]2CO/N=C(\C)CCN2CCc3nc(-c4ccccc4)c(-c4ccccc4)cc3C2)cc1 | -1.9 | -10 | 0.0 | .

Molecules above containing an NH in an aromatic ring (five):
SMILES | GPR151 ag | MITF primary | FBW7 activator | TEAD-YAP block
C=CCSc1n[nH]c(-c2ccc(OC)cc2)n1 | 0.4 | 1 | 1.4 | -76
N#CC(C#N)=Cc1c[nH]c(=O)c(C#N)c1Nc1ccccc1 | -1.4 | 3 | 0.4 | 3
Cc1ccc(S(=O)(=O)c2c[nH]c3cc(F)c(F)cc3c2=O)cc1 | -1.6 | 15 | 1.0 | 1
COCCn1nnnc1C(c1cc2cc(C)cc(C)c2[nH]c1=O)N1CCCCCC1 (stereo not drawn) | -0.5 | 11 | 0.1 | -3
CC(=O)c1c(C)[nH]c(C(=O)N2CCC(C)CC2)c1C | -0.8 | 13 | 0.5 | -7

(more compounds)
SMILES | GPR151 ag | MITF primary | FBW7 activator | TEAD-YAP block
COc1ccc(-c2noc(CN3CCN(CCO)CC3)n2)cc1 | 0.2 | 11 | 0.0 | -3
Cc1ccc(C(=O)CCN(C)C)o1 | 0.6 | -14 | 0.0 | -8
Cc1ccc(C(=O)NC2CCN(C(=S)NCc3ccco3)CC2)cc1 | -0.7 | 18 | 0.1 | 7
O=C(CSc1ncccc1C(=O)O)c1ccccc1F | -2.8 | 5 | 0.4 | -6
c1ccc(CN2CCC(Nc3ncnc4nc(Nc5ccncn5)[nH]c34)CC2)cc1 | -1.2 | 2 | -0.3 | 1
COCCCNCCOCCOc1cccc(OC)c1 | 0.3 | 30 | -0.1 | 5
C=CCn1c2cc(C)sc2c2cnn(CC(=O)NC(C)(C)C)c(=O)c21 | 0.2 | 5 | 0.1 | 1
COc1ccc(C(CC(=O)O)NC(=O)COc2ccc(Cl)cc2Cl)cc1OC (stereo not drawn) | 1.0 | 5 | 0.1 | -8
CC(C(=O)N1CCC(C(=O)c2cccnc2)CC1)n1cnc2ccccc2c1=O (stereo not drawn) | 0.7 | -1 | 0.0 | 12

Screens as filed in PubChem BioAssay.
